# High-throughput results deposited in PubChem by several laboratories.
# LAP4-GFP MLPCN = yeast TOR pathway LAP4-GFP modulation; hit rate 0.34% among 320,000; S. cerevisiae LAP4-GFP multiplex, flow cytometry GFP, 3 h; median GFP as percent of DMSO wells; GFP response vs DMSO, % at 10 µM;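 active means GFP response vs DMSO above a set limit, about the screen mean plus 3 SD, cut at about 150% in these data; inconclusive means under 70 cell events counted for the yeast strain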
# MEP2 TOR yeast = yeast TOR pathway MEP2-GFP modulation. GFP response vs DMSO, % at 10 µM. AID 2016. S. cerevisiae MEP2-GFP strain, flow cytometry GFP, 3 h; 100% = DMSO control level. hit rate 0.51% among 330,000;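 active means GFP response versus DMSO above a set limit, roughly screen mean plus 3 SD, cut at about 180% in these data; inconclusive means fewer than 70 cells counted for a yeast strain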;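 further: median GFP fluorescence of the barcode-gated MEP2-GFP cells per well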
# RPL19A-GFP yeast = modulators of TOR pathway RPL19A-GFP in S. cerevisiae; percent response vs DMSO, % at 10 µM; hit rate 0.3% among 330,000; AID 2025; S. cerevisiae RPL19A-GFP strain, flow cytometry, 3 h; hits give low values;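 active means percent response vs DMSO below 50%; inconclusive means fewer than 70 events counted for the yeast strain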;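 further: median channel GFP fluorescence of the barcoded RPL19A-GFP strain; ratio of sample median GFP to plate DMSO average so 100% = DMSO; lower means less RPL19A-GFP as with rapamycin TOR inhibition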
# proCasp3 act = procaspase-3 (human) activation. activation, % at 8.5 µM. AID 463141. hit rate 0.11% among 330,000. P42574. recombinant procaspase-3 D3A, Ac-DEVD-pNA absorbance 405 nm;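 active means activation above the mean of all tested compounds plus 3 SD, cut at about 21% in these data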;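 further: 0% = DMSO alone and 100% = DMSO wells spiked with extra 5 µM PC-3 D3A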
# Target sequence (P42574 whole entry D9A/D28A/D175A): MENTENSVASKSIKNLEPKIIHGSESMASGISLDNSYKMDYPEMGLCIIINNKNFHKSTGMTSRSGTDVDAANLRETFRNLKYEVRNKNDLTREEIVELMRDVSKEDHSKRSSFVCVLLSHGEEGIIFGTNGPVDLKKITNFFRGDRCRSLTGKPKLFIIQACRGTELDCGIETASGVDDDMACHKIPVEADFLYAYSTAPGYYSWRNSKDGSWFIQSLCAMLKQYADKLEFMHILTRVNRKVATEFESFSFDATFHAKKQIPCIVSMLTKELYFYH
#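 Assay system: Procaspase-3 D3A mutant, all three cleavage aspartates alanine. Buffer or medium: Zinc-free HEPES saline buffer with Triton X-100. Times: 1 h compound preincubation, 2 h substrate hydrolysis at 25 °C. Measured by: 405 nm absorbance of p-nitroaniline, reads at 0 and 120 min. Read-out basis: percent activation relative to control range. Replicates: singlicate.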
# AGP1 TOR yeast = yeast TOR pathway AGP1-GFP modulation | S. cerevisiae AGP1-GFP multiplex flow cytometry, 3 h; GFP as percent of DMSO wells | GFP response vs DMSO, % at 10 µM | hit rate 0.02% among 320,000 | AID 2066;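 active means GFP response relative to DMSO above a set limit, near screen average plus 3 SD, cut at about 150% in these data; inconclusive means fewer than 70 cells counted for the yeast strain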;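 further: median GFP channel fluorescence of the gated AGP1 strain per well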
# CIT2-GFP yeast = yeast TOR pathway CIT2-GFP modulation | GFP response vs DMSO, % at 10 µM | AID 2029 | S. cerevisiae CIT2-GFP strain, flow cytometry, 3 h; 100 means same as DMSO wells | hit rate 0.065% among 320,000;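 active means GFP response relative to DMSO above a set limit, near the screen mean plus 3 SD, cut at about 150% in these data; inconclusive means Fewer than 70 cells measured for a yeast strain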;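 further: ratio of well median GFP fluorescence to mean of DMSO wells on the plate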
# AHR activator = activates the human aryl hydrocarbon receptor. activation, % at 5 µM. hit rate 2.5% among 320,000. AID 2796. AHR-responsive luciferase reporter cells, luminescence. P35869; in the data active means activation above about 47%;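 further: 0% = vehicle wells and 100% = reference agonist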
# Target sequence (P35869 whole entry, looked up): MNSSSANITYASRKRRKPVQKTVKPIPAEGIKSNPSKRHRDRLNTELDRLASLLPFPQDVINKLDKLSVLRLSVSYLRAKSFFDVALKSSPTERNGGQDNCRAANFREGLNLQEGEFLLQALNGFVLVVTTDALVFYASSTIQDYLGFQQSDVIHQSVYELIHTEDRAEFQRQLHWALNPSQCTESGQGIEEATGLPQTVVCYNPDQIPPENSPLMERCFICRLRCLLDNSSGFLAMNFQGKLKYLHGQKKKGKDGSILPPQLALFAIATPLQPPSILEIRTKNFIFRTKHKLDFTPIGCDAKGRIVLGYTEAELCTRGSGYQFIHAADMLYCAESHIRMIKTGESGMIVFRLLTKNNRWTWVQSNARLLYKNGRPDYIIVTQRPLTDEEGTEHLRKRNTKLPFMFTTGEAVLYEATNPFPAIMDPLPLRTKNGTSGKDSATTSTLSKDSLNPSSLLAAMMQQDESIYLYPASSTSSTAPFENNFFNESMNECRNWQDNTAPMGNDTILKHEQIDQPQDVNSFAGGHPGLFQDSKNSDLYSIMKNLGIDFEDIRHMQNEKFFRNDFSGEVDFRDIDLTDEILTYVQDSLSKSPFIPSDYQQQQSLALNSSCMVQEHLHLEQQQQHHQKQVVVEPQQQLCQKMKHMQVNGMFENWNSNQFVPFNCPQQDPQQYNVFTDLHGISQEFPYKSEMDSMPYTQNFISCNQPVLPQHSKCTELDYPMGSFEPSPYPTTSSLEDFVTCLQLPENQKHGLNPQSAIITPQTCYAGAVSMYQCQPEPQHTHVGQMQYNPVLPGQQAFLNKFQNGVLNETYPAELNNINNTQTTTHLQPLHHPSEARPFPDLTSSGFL
# procasp7 counter = counter-screen for procaspase-3 activators: activators of human procaspase-7; recombinant procaspase-7, Ac-DEVD-pNA absorbance 405 nm; D23A/D198A/D206A triple mutant, cannot self-cleave; scale: DMSO 0, 5 µM enzyme 100; hit rate 0.093% among 330,000; activation, % at 8.5 µM;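 active means percent activation above the screen-wide mean plus 3 SD, cut at about 25% in these data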
#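 Assay system – Uncleavable procaspase-7 mutant enzyme · Quantity – 2 µM procaspase-7 mutant as dispensed · Times – 1 h preincubation, 2 h reaction · Dosing – single nominal 8.5 µM compound dose, 0.8% DMSO final · Buffer or medium – Zinc-free 50 mM HEPES buffer, pH 7.4, with NaCl and Triton X-100 · Detection – Epi-absorbance of released pNA at 405 nm, two timepoints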
# An asterisk follows results filed as active; ? = inconclusive; . = not tested or not shown.
# Start of the listing, in advance (3 entries):
SMILES,LAP4-GFP MLPCN,MEP2 TOR yeast,RPL19A-GFP yeast,proCasp3 act,AGP1 TOR yeast,CIT2-GFP yeast,AHR activator,procasp7 counter
Cc1ccc(S(=O)(=O)N/N=C2/CC(c3ccccc3)Oc3ccccc32)cc1[N+](=O)[O-] (configuration not stated),80,85,91,-12,90,87,32,-1
Cc1nonc1CC(=O)N1CCCC(C(=O)c2cccc(C(F)(F)F)c2)C1 (configuration not stated),100,98,100,0,100,93,1,-3
CN(CCC1CCOCC1)C(=O)C1CCC(=O)N(CCc2ccccc2)C1 (configuration not stated),106,106,107,-3,110,105,1,2

# This part in full, from the start:
SMILES,LAP4-GFP MLPCN,MEP2 TOR yeast,RPL19A-GFP yeast,proCasp3 act,AGP1 TOR yeast,CIT2-GFP yeast,AHR activator,procasp7 counter
Cc1ccc(S(=O)(=O)N/N=C2/CC(c3ccccc3)Oc3ccccc32)cc1[N+](=O)[O-] (configuration not stated),80,85,91,-12,90,87,32,-1
Cc1nonc1CC(=O)N1CCCC(C(=O)c2cccc(C(F)(F)F)c2)C1 (configuration not stated),100,98,100,0,100,93,1,-3
CN(CCC1CCOCC1)C(=O)C1CCC(=O)N(CCc2ccccc2)C1 (configuration not stated),106,106,107,-3,110,105,1,2
CC(CCO)Nc1nc2c([nH]1)c(=O)n(C)c(=O)n2C (configuration not stated),92,95,97,-3,?,93,11,4
CCOc1ccccc1NC(=O)c1cc(S(=O)(=O)N2CCN(CC)CC2)ccc1Cl,101,109,107,8,105,102,5,6
CCN1C(=O)[C@@H]2[C@H](C1=O)[C@@H]1CC(C(=O)OC)=C[C@@H](C(=O)OC)C3C1=C(C(=O)C3(CC)CC)[C@@H]2C (some centres not stated),104,99,110,2,93,90,5,-2
COc1ccc2nc(NC(=O)c3ccco3)sc2c1,97,105,99,1,88,96,-6,7
N/C(=N\OC(=O)Cc1ccc(Cl)cc1)c1cccnc1,105,104,102,1,94,99,-1,0
CCC(C)c1ccc(Nc2ncccc2C#N)cc1 (configuration not stated),97,100,88,4,85,78,61*,1
Cc1nn(CCc2n[nH]c(=S)n2C)c(C)c1Br,98,98,93,-4,99,96,-1,-9
Cc1ccc(NC(=O)CSc2nc(=O)n(CCN(C)C)c3c2CCCC3)cc1Cl,114,91,95,9,105,97,-1,4
COc1cccc(CNC(=O)c2ccccc2-c2ccccc2C(=O)O)c1,88,101,101,-3,91,98,0,-3
C#Cc1ccc(C(=O)Nc2ccc(N3CCC(C)CC3)c(C(N)=O)c2)cc1,89,96,97,5,99,98,0,3
Cc1c(C)c2c(OCC(=O)N[C@@H](C)C(=O)O)cc3c(c2oc1=O)CCC(C)(C)O3,94,97,103,-1,93,111,1,-9
CCCCC[C@@H](O)c1cc2ccccc2c(=O)o1,108,104,101,2,103,98,3,12
COc1ccc(CCNC(=O)c2cc3ccccn3n2)c(OC)c1OC,107,101,98,2,103,94,0,3
Oc1ccc(N2CCN(Cc3cc4c(cc3Br)OCCO4)CC2)cc1,91,94,94,-18,91,90,1,-21
Cc1ccc(C(=O)N2CCC(C(=O)NC3CCCCCC3)CC2)cc1,91,98,100,-9,103,102,4,-10
Cc1ccc(CSCC(=O)N2CCN(c3ccc(F)cc3)CC2)cc1,103,96,.,4,101,110,0,-9
Cc1ccc(-n2nc3c(c2NC(=O)c2ccc(Br)o2)CSC3)c(C)c1,103,104,102,-4,101,100,-3,14
CCN1CCN(CCCNC(=O)c2ccc3c(c2)NC(=O)c2ccccc2S3)CC1,107,106,103,1,106,102,1,12
Cc1ccc(C)c(N2CCN(C(=O)c3ccc(N4CCCC4=O)cc3)CC2)c1,98,101,100,-1,102,96,0,9
Cc1ccc(-c2nnc(SCc3ccc(C#N)cc3)n2Cc2ccco2)cc1,99,95,103,-16,99,107,7,-33
N/C(CSc1ccc(Cl)cc1)=N\NC(=O)c1ccncc1,104,103,96,3,106,105,1,11
CCC/C=C(\CCC)C(NC(=O)c1ccc(C(=O)OC)cc1)c1ccc(C(=O)OC)cc1 (configuration not stated),125,92,95,2,78,65,1,9
Cc1cccc(NC(=S)NNC(=O)c2ccc(Br)o2)c1,99,108,103,2,107,98,-2,8
COc1ccc(C2C=C(c3ccccc3)Nc3nc(NC(C)=O)nn32)cc1 (configuration not stated),100,99,95,-2,96,89,15,11
COc1ccc(OC)c(NC(=O)c2nc(S(=O)(=O)Cc3ccccc3)ncc2Cl)c1,97,99,93,-8,98,89,2,-15
Cc1cc2nc(C)n(CCCNC(=O)Nc3cccc4ccccc34)c2cc1C,94,108,96,-2,95,105,2,-2
CC(OC(=O)c1cc2sccc2n1C)C(=O)NCc1ccco1 (configuration not stated),92,91,92,-3,93,95,11,8
Cc1cc(C)n(-c2nc(NC(C)(C)C)nc(NC(C)(C)C)n2)n1,96,102,107,-9,110,108,1,6
COc1ccc(CS(=O)(=O)CC2(O)CCN(C(=O)c3cccc(C(F)(F)F)c3)CC2)cc1,105,99,98,3,111,109,0,-1
O=C(NC(=S)NCCc1ccccc1)c1cccc(Cl)c1,103,92,95,-3,95,97,124*,-10
COC(=O)c1c(C)[nH]c(C=O)c1-c1ccccc1,111,102,106,0,110,103,0,5
CCc1ccc(N2C(=O)/C(=C/c3cccs3)N(CC(=O)OC)C2=S)cc1,116,109,110,-17,112,104,12,-7
CN(C1CCCCC1)S(=O)(=O)c1cc2c3c(c1)CCN3C(=O)CC2,101,103,105,-4,117,106,-1,10
Cc1nc(Nc2ccncc2)c2oc3ccccc3c2n1,106,104,102,6,105,103,29,-2
CCc1ccccc1NC(=O)CN(C)C(=O)CSc1nn(-c2ccccc2)c(=S)s1,91,104,106,-2,101,109,-3,2
Cc1cccc(OCCCC(=O)N2CCCCCC2)c1C,92,96,100,.,97,92,.,.
O=C(NCC(O)c1ccccc1)c1cccc(S(=O)(=O)N2CCOCC2)c1 (configuration not stated),97,107,101,7,107,99,0,22
CC(=O)C1=C(O)C(=O)N(C2CCCCC2)C1c1ccccc1 (configuration not stated),100,100,97,6,101,102,-1,1
CCOC(=O)c1c(C2COc3ccccc3O2)csc1NC(=O)c1ccccc1 (configuration not stated),98,113,99,-3,106,96,-1,15
Cc1ccc(C)c(NC(=O)CN(C)C(=O)COc2ccc3ccccc3c2)c1,96,106,99,1,100,101,10,9
CCOC(=O)CCCN1CC(O)=C(c2nc(-c3ccc(Cl)cc3)cs2)C1=N,94,97,100,2,97,94,12,-2
C/C(=N\NC(=O)c1cccc(Cl)c1)C1C(=O)c2ccccc2C1=O,90,90,100,7,95,98,22,4
CC(C)(C)NC(=O)C(c1ccc(F)cc1)N(Cc1ccco1)C(=O)Cn1nnc(-c2cccs2)n1 (configuration not stated),102,101,96,8,97,96,2,3
CC(C)[C@@H](C(=O)NC1CC1)N1C(=O)N2CCc3c([nH]c4ccccc34)[C@@]2(C)C1=O,95,96,97,-3,96,95,8,6
COc1ccc(S(=O)(=O)Nc2cccc(S(=O)(=O)NC3=NCCC3)c2)cc1[N+](=O)[O-],114,102,101,9,111,104,4,-6
COC(=O)C(NC(=O)c1ccco1)(Nc1ccc(Br)cn1)C(F)(F)F (configuration not stated),102,98,102,-1,99,98,4,-1
Nc1nc(SCC(=O)Nc2ccc(OC(F)(F)F)cc2)[nH]c(=O)c1NC(=O)c1ccc(Br)o1,87,102,103,3,91,95,3,4
Cc1ccc(C(=O)N2CCCC2)cc1S(=O)(=O)Nc1cccc(C)c1C,100,102,98,-35,101,91,-2,-9
Cn1c(=O)[nH]c(=O)c2c1nc(Br)n2Cc1ccccc1Cl,100,112,100,4,108,103,-2,12
COC(=O)c1cc(=O)n(Cc2ccc3c(c2)OCO3)c(=Nc2ccccc2)s1,100,95,95,0,94,91,4,-3
COc1cc(/C=C/C(=O)OCC(=O)NC(=O)NC(C)C)ccc1OCC#N,100,101,102,2,101,101,0,2
O=c1nc(Nc2ccccc2)oc2ccccc12,104,88,90,9,101,86,9,4
COc1cc(/C=C2\SC(=O)N(CC(=O)Nc3cccc(C)c3)C2=O)ccc1OC(C)C(=O)O (configuration not stated),108,101,96,-9,104,101,0,-2
Cc1ccccc1OCC(=O)Nc1cnn(CCCC(=O)O)c1,87,92,95,13,95,95,9,2
C=C1C2(C(=O)Nc3nccs3)CCC(C2)C1(C)C (configuration not stated),105,100,97,1,93,.,2,-10
CC(N=Cc1cc([N+](=O)[O-])ccc1O)c1ccccc1 (configuration not stated),139,100,90,-8,89,67,5,-5
CC(=O)c1c(C)[nH]c(C(=O)N2CCCC(C)C2)c1C (configuration not stated),95,104,95,3,95,103,1,1

# Next part.
SMILES,LAP4-GFP MLPCN,MEP2 TOR yeast,RPL19A-GFP yeast,proCasp3 act,AGP1 TOR yeast,CIT2-GFP yeast,AHR activator,procasp7 counter
Cc1cc(-c2ccc(C(C)C)c(S(=O)(=O)N3CCC(C)CC3)c2)on1,102,94,104,1,101,96,2,6
CC(=O)NCCC(=O)Nc1cc(S(=O)(=O)N2CCCCC2)ccc1N1CCCCC1,103,100,87,6,92,105,-2,-2
O=C(O)CCSc1nnc(COc2ccc([N+](=O)[O-])cc2)n1-c1ccccc1,116,98,95,7,102,95,0,0
CCOC(=O)N1CCN(C(=O)CSc2ccc(-c3ccncc3)nn2)CC1,110,111,101,-8,107,102,-1,4
NC(=O)COc1ccccc1/C=C1/SC(=O)N(CC(=O)N2CCc3ccccc3C2)C1=O,114,108,102,6,103,101,-1,-9
O=C(COC(=O)c1ccc2c(c1)OCCO2)NCc1ccccc1,100,101,96,6,99,101,2,7
CC1CC1C(=O)OCC(=O)c1c(N)n(C)c(=O)n(C)c1=O (configuration not stated),95,103,105,0,100,97,4,19
O=C(Nc1ccc(S(=O)(=O)Nc2ncccn2)cc1)c1cncc(Br)c1,92,88,93,10,89,89,-1,10
CCOC(=O)c1ccccc1NC(=O)COC(=O)C(CC(C)C)NC(N)=O (configuration not stated),86,98,103,-8,87,71,3,4
Cn1c(=O)n(CCc2ccccc2)c(=O)c2c1ncn2Cc1ccccc1,101,103,95,-1,95,91,81*,7
CNC(=O)CSc1nc2nc(C)cc(C)n2n1,100,110,100,-1,.,100,0,8
COc1ccc(OC)c(NC(=O)COC(=O)c2ccc(OC)c(S(=O)(=O)N3CCOCC3)c2)c1,105,101,100,8,98,94,1,2
Cc1noc(C)c1S(=O)(=O)N1CCC(C(=O)c2ccccc2)CC1,122,112,109,-2,118,115,-1,6
Cc1cccc2nc(-c3cccc(NC(=O)Cc4ccccc4)c3)cn12,93,103,103,-11,104,102,-3,-1
CCC(NS(=O)(=O)c1c(C)[nH]c(=O)[nH]c1=O)C12CC3CC(CC(C3)C1)C2 (configuration not stated),102,87,109,-8,107,111,3,-8
COc1ccc2oc(C(=O)Nc3ccc(C)cn3)c(C)c2c1,105,104,100,11,98,87,75*,14

# 3 compounds from above, sorted by the number in AHR activator, lowest first:
Compound	AHR activator
Cc1cccc2nc(-c3cccc(NC(=O)Cc4ccccc4)c3)cn12	-3
Cc1ccc(-c2nnc(SCc3ccc(C#N)cc3)n2Cc2ccco2)cc1	7
Cc1ccccc1OCC(=O)Nc1cnn(CCCC(=O)O)c1	9
